PolyA inh – inhibitors of polyadenylation in S. cerevisiae | S. cerevisiae SKY197-pL101 polyadenylation reporter, beta-gal luminescence; efflux-impaired pdr1/pdr3 knockout yeast; score 100 = 6 SD above DMSO | calls only at 12 µM | 300,000 compounds, 0.02% hits;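 active = lowest replicate activity score at least 50, where 100 means six control SD above control mean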;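 note: yeast exposed to compound for 9 h at 30 °C; higher score means more reporter readthrough which indicates perturbed polyadenylation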
IEC-6 tox – IEC-6 cytotoxicity, counter-screen for KLF5 inhibitors; luminescence viability; inhibition, % at 5 µM; 290,000 compounds, 0.78% hits; in the data active = inhibition above about 22%;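 note: 0% = plate median of test compound wells and 100% = cytotoxic reference compound wells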
AI-2 QS mod – modulates the Vibrio harveyi AI-2 quorum sensing system. activity change, % at 7.5 µM. 300,000 compounds, 0.4% hits. Vibrio harveyi JMH597 AI-2 luminescence/OD600 ratio, 9 h; stronger effect = lower value; strain lacks LuxN and CqsS sensors; 0 = neutral-control median; in the data active = activity change below about -75%, passing the limit was not always enough;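 note: luminescence divided by OD600 gain over 9 h not by final OD600 alone; inactives centre near 13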
HSF1 inh – HSF1 inhibition. NIH3T3-HGL HSE-luciferase, MG132-induced, luminescence 8 h; stronger effect = lower value. activity change, negative = inhibition, % at 7.5 µM (by protocol). 300,000 compounds, 0.77% hits. AID 2098;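 active = more than half of replicate wells show activity change below -50%, luminescence cut by over half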;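 note: luciferase reports HSF-1 transcriptional activity via heat shock element; 0% = median of DMSO wells and -100% = zero luminescence signal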
aSyn 5UTR inh – MLPCN primary screen, SNCA 5' untranslated region; alpha-synuclein 5'UTR reporter, inhibitor activity; inhibition, % (tested at 7.5 µM); 300,000 compounds, 0.82% hits; AID 1813; in the data active = inhibition above about 60%;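 note: H4 neuroglioblastoma cells stably carrying SNCA 5'UTR luciferase fusion; 0% = DMSO wells and 100% = positive control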
GSK3 alpha inh – inhibitors of human GSK-3 alpha kinase. P49840. inhibition, % at 10 µM. ADP-Glo luminescence, 60 min. 320,000 compounds, 0.1% hits;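 in the data active = inhibition above about 50%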;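 note: GST-tagged GSK-3 alpha with peptide substrate and 25 µM ATP; 0% = DMSO neutral wells and 100% = GW8510 positive control wells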
Target sequence (P49840 whole entry, looked up): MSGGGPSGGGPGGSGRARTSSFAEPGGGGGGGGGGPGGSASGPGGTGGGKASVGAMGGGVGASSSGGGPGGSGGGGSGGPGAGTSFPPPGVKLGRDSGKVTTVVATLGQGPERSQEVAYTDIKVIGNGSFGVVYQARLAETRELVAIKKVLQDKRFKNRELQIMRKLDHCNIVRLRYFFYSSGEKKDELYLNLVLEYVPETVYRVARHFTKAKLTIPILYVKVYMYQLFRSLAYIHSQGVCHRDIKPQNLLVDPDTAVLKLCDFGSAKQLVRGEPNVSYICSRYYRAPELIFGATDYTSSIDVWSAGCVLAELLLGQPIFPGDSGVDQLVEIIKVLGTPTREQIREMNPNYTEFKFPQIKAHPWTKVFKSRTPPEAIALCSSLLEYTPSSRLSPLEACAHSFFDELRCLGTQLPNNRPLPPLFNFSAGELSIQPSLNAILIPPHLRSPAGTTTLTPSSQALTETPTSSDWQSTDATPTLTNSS
HSP90 refold inh – blocks HSP90-mediated luciferase refolding in reticulocyte lysate | Rabbit reticulocyte lysate, luciferase refolding luminescence, 3 h | inhibition, % at 5.6 µM | 290,000 compounds, 0.91% hits;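 active = inhibition above the screen-wide mean plus 3 SD, computed separately per campaign, cut at about 16% in these data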;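 note: 0% = DMSO wells and 100% = 60 µM geldanamycin wells; inhibitors lower the luminescence because luciferase stays unfolded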
HSF-1 act – increases HSF-1 driven luciferase reporter signal; NIH3T3-HGL HSF-1 luciferase reporter, MG132, 8 h; 100% = twice DMSO control signal; activation, % at 9 µM; 300,000 compounds, 1.7% hits; AID 504408;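 active = mean replicate activation of at least 50% with a set share of replicates each reaching 50%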;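 note: 0% = median of the neutral control wells and 100% = twice that signal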
GSK3beta inhib – inhibitors of human GSK3beta kinase; P49841; GST-GSK3beta kinase, ADP-Glo luminescence, 60 min; stronger effect = lower value; activity score (negative = inhibition), % at 10 µM; 300,000 compounds, 0.038% hits;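 active = more than half of replicate wells score below -50%, meaning over 50% inhibition versus plate controls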;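 note: 0% = median DMSO wells and -100% = median GW8510 positive control wells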
Target sequence (P49841 whole entry, looked up): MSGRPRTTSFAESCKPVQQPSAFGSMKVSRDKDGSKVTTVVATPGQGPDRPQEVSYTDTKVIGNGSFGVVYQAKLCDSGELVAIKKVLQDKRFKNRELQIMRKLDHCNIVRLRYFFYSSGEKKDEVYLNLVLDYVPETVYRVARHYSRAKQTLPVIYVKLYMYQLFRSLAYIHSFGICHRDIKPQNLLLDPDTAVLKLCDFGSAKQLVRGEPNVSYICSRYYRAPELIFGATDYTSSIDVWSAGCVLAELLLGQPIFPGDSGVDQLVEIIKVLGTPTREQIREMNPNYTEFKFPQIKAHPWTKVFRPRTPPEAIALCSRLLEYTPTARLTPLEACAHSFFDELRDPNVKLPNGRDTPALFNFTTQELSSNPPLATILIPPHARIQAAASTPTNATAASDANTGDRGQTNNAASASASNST
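test system = GST-tagged human GSK3beta kinase, cell-free | reagent = 25 µM ATP with peptide substrate | dosing = one dose of 10 µM per compound | schedule = 60 min reaction, RT | detection = luminescent ADP-Glo measurement of ADP formed | control set = DMSO neutral wells and GW8510 at 20 µM as positive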
KLF5 inhibitor – kruppel-like factor 5 inhibition; DLD-1 KLF5 promoter-luciferase reporter, luminescence; inhibition, % at 5 µM; 290,000 compounds, 0.23% hits;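 active = inhibition above a per-plate limit of that plate's mean compound inhibition plus 3 SD, cut at about 60% in these data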;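 note: 0% = DMSO wells and 100% = LY294002 at 200 µM; higher means less KLF5 promoter-driven luciferase light; inactives centre near -14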
The depositor's hits bear a star. Not all compounds are listed; the hit share may differ from the screen's.

How did O=C(NCc1ccco1)C1CCCN(S(=O)(=O)c2ccc(Cl)cc2)C1 (stereo unspecified) do in these assays?
PolyA inh: inactive; IEC-6 tox: 2.7; AI-2 QS mod: 9.1; HSF1 inh: -4.5; aSyn 5UTR inh: 7.6; GSK3 alpha inh: -0.2; HSP90 refold inh: 2.3; HSF-1 act: 3.6; GSK3beta inhib: 1.7; KLF5 inhibitor: 3.5

Results for Brc1ccc(-c2nc(-c3ccncc3)no2)o1 ?
PolyA inh: inactive; IEC-6 tox: -1.2; AI-2 QS mod: 11.5; HSF1 inh: 11.1; aSyn 5UTR inh: -187.8; GSK3 alpha inh: -0.2; HSP90 refold inh: -2.2; HSF-1 act: 24.4; GSK3beta inhib: 0.7; KLF5 inhibitor: -57.4

What do the screens show for `COC1(OC)N=C(N)C2(C#N)C(c3ccc4c(c3)OCO4)C12C#N` (stereo unspecified)?
PolyA inh: inactive; IEC-6 tox: 4.7; AI-2 QS mod: -13.0; HSF1 inh: 1.0; aSyn 5UTR inh: 7.5; GSK3 alpha inh: 85.3*; HSP90 refold inh: -0.7; HSF-1 act: -2.6; GSK3beta inhib: -3.2; KLF5 inhibitor: 11.8

Results for CSc1cccc2sc(NC(=O)C3=COCCO3)nc12 ?
PolyA inh: inactive; AI-2 QS mod: 12.4; HSF1 inh: 21.0; aSyn 5UTR inh: -58.5; GSK3 alpha inh: -0.8; HSF-1 act: 27.8; GSK3beta inhib: 0.4

Results for O=C(NCc1cccnc1)C1CCCN(Cc2cnn(-c3ccccc3)c2-n2cccc2)C1 (stereo unspecified) ?
PolyA inh: inactive; IEC-6 tox: -0.1; AI-2 QS mod: -2.1; HSF1 inh: -1.6; aSyn 5UTR inh: -5.5; GSK3 alpha inh: 1.9; HSP90 refold inh: -2.4; HSF-1 act: 4.1; GSK3beta inhib: -0.5; KLF5 inhibitor: -17.5

What do the screens show for `CCOC(=O)c1sc(NC(=O)C(CC)Sc2nnc3c4ccccc4n(CC)c3n2)nc1C` (stereo unspecified)?
PolyA inh: inactive; IEC-6 tox: -3.7; AI-2 QS mod: 22.8; HSF1 inh: -0.9; aSyn 5UTR inh: 12.6; GSK3 alpha inh: -3.9; HSP90 refold inh: 3.6; HSF-1 act: -7.6; GSK3beta inhib: 0.1; KLF5 inhibitor: -6.5

What do the screens show for `CNC(=O)C(=O)NCC1OCCN1S(=O)(=O)c1ccc(C)cc1` (stereo unspecified)?
PolyA inh: inactive; IEC-6 tox: 2.5; AI-2 QS mod: 29.6; HSF1 inh: -5.3; aSyn 5UTR inh: -8.0; GSK3 alpha inh: 0.9; HSP90 refold inh: 3.5; HSF-1 act: -12.4; GSK3beta inhib: 2.0; KLF5 inhibitor: -9.1

What do the screens show for `COc1ccccc1CCn1c(N)cc(=O)[nH]c1=O`?
PolyA inh: inactive; IEC-6 tox: 8.2; AI-2 QS mod: 8.3; HSF1 inh: -6.4; aSyn 5UTR inh: -15.1; GSK3 alpha inh: 10.0; HSP90 refold inh: -0.4; HSF-1 act: -3.1; GSK3beta inhib: -10.5; KLF5 inhibitor: 21.0

How did O=C(O)C1=C(C(=O)Nc2ccc(F)c(Cl)c2)CCCC1 do in these assays?
PolyA inh: inactive; IEC-6 tox: -3.1; AI-2 QS mod: 13.6; HSF1 inh: -1.4; aSyn 5UTR inh: 7.0; GSK3 alpha inh: -3.0; HSP90 refold inh: 0.2; HSF-1 act: 2.0; GSK3beta inhib: -0.1; KLF5 inhibitor: -13.8

How did CCOc1ccc(CCNC(=O)c2ccc3c(c2)NC(=O)C2CCCN32)cc1OCC (stereo unspecified) do in these assays?
PolyA inh: inactive; IEC-6 tox: -0.4; AI-2 QS mod: 37.7; HSF1 inh: -9.7; aSyn 5UTR inh: 7.6; GSK3 alpha inh: -2.3; HSP90 refold inh: -0.2; HSF-1 act: -4.4; GSK3beta inhib: -1.2; KLF5 inhibitor: -19.2

Results for CC(C)n1nnnc1SCC(=O)N1CCOCC1 ?
PolyA inh: inactive; IEC-6 tox: 1.9; AI-2 QS mod: 19.5; HSF1 inh: -7.6; aSyn 5UTR inh: 4.3; GSK3 alpha inh: -18.7; HSP90 refold inh: 1.1; HSF-1 act: -28.0; GSK3beta inhib: 3.1; KLF5 inhibitor: -26.8

What do the screens show for `O=C(OCC#CCSc1nnc(-c2ccc(Br)cc2)o1)c1ccco1`?
PolyA inh: inactive; IEC-6 tox: -2.0; AI-2 QS mod: 7.2; HSF1 inh: 0.8; aSyn 5UTR inh: -35.5; GSK3 alpha inh: -2.0; HSP90 refold inh: 1.5; HSF-1 act: 6.4; GSK3beta inhib: -1.8; KLF5 inhibitor: -19.4

How did CCOc1ccc2nc(/N=C/c3c(C)[nH]n(-c4ccccc4)c3=O)sc2c1 do in these assays?
PolyA inh: inactive; IEC-6 tox: 1.5; AI-2 QS mod: 8.1; HSF1 inh: -2.0; aSyn 5UTR inh: -144.3; GSK3 alpha inh: -1.9; HSP90 refold inh: -0.2; HSF-1 act: 4.0; GSK3beta inhib: 1.5; KLF5 inhibitor: -38.3

How did O=C(N/N=C/c1ccccn1)c1cc(-c2ccccc2)nc2ccccc12 do in these assays?
PolyA inh: inactive; IEC-6 tox: 9.8; AI-2 QS mod: 25.1; HSF1 inh: 2.3; aSyn 5UTR inh: 11.4; GSK3 alpha inh: 0.0; HSP90 refold inh: 5.0; HSF-1 act: -4.1; GSK3beta inhib: -6.0; KLF5 inhibitor: 14.3

What do the screens show for `CCOc1cc(C2C(C(C)=O)=C(C)Nc3ncnn32)ccc1O` (stereo unspecified)?
PolyA inh: inactive; IEC-6 tox: -0.7; AI-2 QS mod: 13.8; HSF1 inh: 2.0; aSyn 5UTR inh: -3.6; GSK3 alpha inh: 2.0; HSP90 refold inh: -0.4; HSF-1 act: 7.5; GSK3beta inhib: -1.0; KLF5 inhibitor: 1.1

How did CCCc1cc(=O)oc2c3c(cc(OCC(=O)N[C@@H](CSC)C(=O)O)c12)OC(C)(C)CC3 do in these assays?
PolyA inh: inactive; IEC-6 tox: 2.7; AI-2 QS mod: 18.6; HSF1 inh: -9.8; aSyn 5UTR inh: 11.8; GSK3 alpha inh: 1.8; HSP90 refold inh: 0.1; HSF-1 act: -28.0; GSK3beta inhib: 0.3; KLF5 inhibitor: -8.6

How did CC1CCc2onc(C(=O)O)c2C1 (stereo unspecified) do in these assays?
PolyA inh: inactive; IEC-6 tox: -6.8; AI-2 QS mod: 26.9; HSF1 inh: -10.9; aSyn 5UTR inh: 21.4; GSK3 alpha inh: -1.0; HSP90 refold inh: -0.8; HSF-1 act: -21.8; GSK3beta inhib: 1.9; KLF5 inhibitor: -6.2

Results for O=C1CCN(Cc2ccccc2)S(=O)(=O)c2ccccc21 ?
PolyA inh: inactive; AI-2 QS mod: 8.2; HSF1 inh: -7.0; aSyn 5UTR inh: 13.1; GSK3 alpha inh: -2.1; HSF-1 act: -8.7; GSK3beta inhib: 4.0

How did COc1ccc(C2C3=C(CC(c4ccco4)CC3=O)Nc3ccccc3N2C(C)=O)cc1 (stereo unspecified) do in these assays?
PolyA inh: inactive; IEC-6 tox: -0.6; AI-2 QS mod: 23.6; HSF1 inh: 4.3; aSyn 5UTR inh: 3.7; GSK3 alpha inh: 0.8; HSP90 refold inh: 3.2; HSF-1 act: 20.9; GSK3beta inhib: 4.9; KLF5 inhibitor: 5.6

How did O=C(COC(=O)CSc1cccc2cccc(Cl)c12)Nc1ncc(C(F)(F)F)cc1Cl do in these assays?
IEC-6 tox: 3.7; AI-2 QS mod: 33.2; aSyn 5UTR inh: 27.7; HSP90 refold inh: 3.6; GSK3beta inhib: -1.6; KLF5 inhibitor: -9.7

How did CC1C(=O)N2CCCc3cc(NC(=O)C(=O)NCc4ccc5c(c4)OCO5)cc1c32 (stereo unspecified) do in these assays?
PolyA inh: inactive; AI-2 QS mod: 15.8; HSF1 inh: 0.6; aSyn 5UTR inh: 21.7; GSK3 alpha inh: -1.7; HSF-1 act: 4.7; GSK3beta inhib: 1.8

Results for CCOC(=O)CCc1c(C)c2ccc(OCc3nn[nH]n3)c(C)c2oc1=O ?
PolyA inh: inactive; IEC-6 tox: -3.3; AI-2 QS mod: 6.1; HSF1 inh: 1.1; aSyn 5UTR inh: -1.0; GSK3 alpha inh: 0.4; HSP90 refold inh: 2.4; HSF-1 act: 4.5; GSK3beta inhib: 3.2; KLF5 inhibitor: -4.5

How did COc1ccc(-n2nc([N+](=O)[O-])c(=NCc3cccnc3)n2O)cc1 do in these assays?
PolyA inh: inactive; IEC-6 tox: -2.0; AI-2 QS mod: 42.9; HSF1 inh: 2.5; aSyn 5UTR inh: -121.0; GSK3 alpha inh: -1.0; HSP90 refold inh: -2.5; HSF-1 act: 27.9; GSK3beta inhib: 1.5; KLF5 inhibitor: -68.3

How did OC1CNCc2cc3c(cc21)OCCO3 (stereo unspecified) do in these assays?
PolyA inh: inactive; IEC-6 tox: -4.8; AI-2 QS mod: 5.0; HSF1 inh: 3.8; aSyn 5UTR inh: 7.7; GSK3 alpha inh: 2.1; HSP90 refold inh: 1.7; HSF-1 act: 8.8; GSK3beta inhib: 0.4; KLF5 inhibitor: -12.3

What do the screens show for `O=C(CNC(=O)c1ccco1)NCC(=O)OCc1ccccc1Br`?
PolyA inh: inactive; IEC-6 tox: 1.4; AI-2 QS mod: 18.4; HSF1 inh: -6.7; aSyn 5UTR inh: 17.1; GSK3 alpha inh: 0.2; HSP90 refold inh: -2.8; HSF-1 act: 4.2; GSK3beta inhib: -1.9; KLF5 inhibitor: 2.5

Results for O=C(NCCN1CCN(Cc2ccc([N+](=O)[O-])cc2)CC1)C(=O)Nc1ccccc1 ?
PolyA inh: inactive; IEC-6 tox: -5.7; AI-2 QS mod: 14.6; HSF1 inh: -0.8; aSyn 5UTR inh: 28.0; GSK3 alpha inh: 0.6; HSP90 refold inh: 1.7; HSF-1 act: -1.9; GSK3beta inhib: -0.4; KLF5 inhibitor: -36.1

Results for CC1CCCCN1S(=O)(=O)c1ccccc1[N+](=O)[O-] (stereo unspecified) ?
PolyA inh: inactive; IEC-6 tox: -6.2; AI-2 QS mod: 12.7; HSF1 inh: -6.5; aSyn 5UTR inh: -11.5; GSK3 alpha inh: -0.5; HSP90 refold inh: -1.2; HSF-1 act: 8.1; GSK3beta inhib: 1.9; KLF5 inhibitor: 5.3

What do the screens show for `COc1ccc(N=CC2=C(O)c3ccccc3C2=O)cc1`?
PolyA inh: inactive; IEC-6 tox: -4.4; AI-2 QS mod: 8.1; HSF1 inh: -24.7; aSyn 5UTR inh: -79.8; GSK3 alpha inh: -2.0; HSP90 refold inh: 28.9*; HSF-1 act: -18.4; GSK3beta inhib: 2.5; KLF5 inhibitor: -93.3
